M. tuberculosis = growth inhibition of non-replicating M. tuberculosis (AID 488890) | 320,000 compounds, 0.39% hits | inhibition, % at 25 µM, or IC50 in µM where a hit was titrated | Mycobacterium tuberculosis non-replicating, growth inhibition; higher % means a stronger effect; in the data active means a potency from the dose series; inconclusive means inhibition mostly from about 82% at the one dose, without a potency; inactive means the rest, 99 in 100 with inhibition below about 76%;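 further: plate controls were DMSO cells for no effect and high antibiotic wells for full effect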
H37Rv inhibition = M. tuberculosis growth inhibition, HTS (AID 449762); M. tuberculosis H37Rv growth inhibition, 7H9 media; higher % means a stronger effect; inhibition, % at 25 µM; hits with a dose series show IC50 in µM; 330,000 compounds, 0.59% hits; in the data active means a potency from the dose series; inconclusive means inhibition above about 70% without an active follow-up result;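 further: bacterial growth assessed after seven days of incubation; strong numbers were not always called active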
inhibitors of VEEV = inhibitors of VEEV TC-83 cytopathic effect, confirmation, Vero cells (AID 588727); Vero cells, VEEV TC-83 cytopathic effect inhibition; higher % means a stronger effect; inhibition, % at 20 µM; hits with a dose series show IC50 in µM; 350,000 compounds, 0.13% hits; in the data active means a potency from the dose series; inconclusive means inhibition mostly from about 14% at the one dose, without a potency; inactive means the rest, 99 in 100 with inhibition below about 12%; further: strong numbers were not always called active
H1N1 NS1A inhibition = H1N1 influenza NS1A inhibitors, functional cell based assay (AID 504329); 340,000 compounds, 0.3% hits; NS1A functional cell-based assay, percent inhibition; higher % means a stronger effect; inhibition, % at 12.5 µM, or IC50 in µM where a hit was titrated; in the data active means a potency from the dose series; inconclusive means inhibition above about 27% without an active follow-up result; further: strong numbers were not always called active
Salmonella PhoP GFP = PhoP regulon inhibitors, Salmonella typhi PhoP promoter GFP reporter, confirmatory (AID 1850); Salmonella Typhi PhoP-promoter GFP reporter, fluorescence, 4 h; higher % means a stronger effect; inhibition, % at 50 µM; hits with a dose series show IC50 in µM; 310,000 compounds, 0.33% hits; in the data active means a potency from the dose series; inconclusive means inhibition mostly from about 25% at the one dose, without a potency; inactive means the rest, 99 in 100 with inhibition below about 19%;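 further: 0% = induced wells with vehicle and 100% = uninduced wells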
inhibitors of VEEV 10K pilot screen = recorded beside inhibitors of VEEV, whose call it bears; inhibition, %; measured here: 10K pilot screen inhibition
* = called active by the depositor; i = inactive; ? = inconclusive; · = not tested or not shown.

SMILES	M. tuberculosis	H37Rv inhibition	inhibitors of VEEV	H1N1 NS1A inhibition	Salmonella PhoP GFP	others
Cc1onc(-c2ccccc2Cl)c1C(=O)Nc1sc2c(c1C(N)=O)CCC(C)C2 (stereo not drawn)	25.2%	3.7%	4.3%	4.1%	7.8%
C#CCOCCOCCOCCNc1nc(N2CCN(C(=O)CCCCCCCCCCNC(=O)Cn3cc(C[C@@H](C)O)nn3)CC2)nc(N2CCN(C(=O)CCCCCCCCCCNC(=O)[C@@H](CCC(=O)O)n3cc(CCCCCN)nn3)CC2)n1	9.7%	59.3%	0.2%	-4.1%	-25.1%
O=C(CSc1nc2ccccc2s1)N1CCN(C(=O)c2ccco2)CC1	26.1%	0.7%	2.5%	-14.1%	0.1%
COc1ccc(C(=O)N2CCN(S(=O)(=O)c3ccc(Cl)cc3)CC2)cc1S(=O)(=O)N1CCOCC1	·	·	2.6%	-0.5%	·
COc1cc(C(=O)NCc2nnc(SCC(=O)N3CCCCCC3)o2)cc(OC)c1OC	-13.7%	3.8%	1.8%	0.7%	-9.5%
CN(C(=O)COC(=O)CCC(=O)c1ccc(F)cc1)C1CCCCC1	8.1%	-9.2%	1.9%	-1.9%	·
O=C(Nc1ccccc1F)C1COc2ccccc2O1 (stereo not drawn)	?	-13.6%	0.7%	-4.1%	-7.3%
CN(C)/C=c1\sc2c(C#N)cc(C(=O)c3ccc(Br)cc3)n2c1=O	-5.4%	-7.3%	2.2%	-5.0%	2.9%
CCOC(=O)CSc1nc(-c2ccccc2)nc2ccccc12	32.8%	4.2%	3.8%	-9.1%	27.2%
COc1cc(C)ccc1OCC(=O)Nc1ccc2c(c1)OCO2	25.9%	-9.0%	5.9%	-7.8%	·
Cc1ccc(S(=O)(=O)Nc2nc(CN3CCOCC3)nc3sc(C)c(C)c23)cc1	61.2%	-3.7%	2.3%	-0.4%	·
COc1ccc(CN2CCN(CC3CC3)CC2CCO)c(C)c1C (stereo not drawn)	12.3%	0.5%	1.3%	18.2%	1.3%
Cc1cc(C(=O)Nc2sc(C)c(C)c2C#N)c(C)o1	7.8%	-4.6%	i	3.4%	-10.2%
CN1CCN(S(=O)(=O)c2cccc(C(=O)N3CCc4ccccc43)c2)CC1	-4.9%	-8.0%	0.4%	-1.7%	-0.2%
COc1ccc(S(=O)(=O)N2CCOCC2)cc1NC(=O)CSc1cccc[n+]1[O-]	-7.7%	1.3%	i	-9.5%	-9.2%
O=C(COc1ccc(S(=O)(=O)N2CCOCC2)cc1)N1CCOCC1	-12.9%	-12.2%	1.2%	-6.1%	·
CCc1ccccc1NC(=O)CCCSc1nc2ccccc2s1	78.8%	2.1%	0.1%	6.5%	-4.0%
O=C1C=C(Nc2ccc(Cl)cc2)C(=O)N1c1ccc(Cl)cc1	30.5%	-3.6%	0.6%	1.2%	-11.2%
CSCCC(NC(=O)c1ccccc1Br)C(=O)N1CCN(C/C=C/c2ccccc2)CC1 (stereo not drawn)	·	·	6.5%	1.6%	·
CCCNCC1C(Oc2ccc(Cl)cc2)C(=O)N1c1ccccc1C (stereo not drawn)	27.6%	6.0%	i	-5.0%	-16.2%
CCN(CC)S(=O)(=O)c1ccc(C(=O)NNC(=O)C2COc3ccccc3O2)cc1 (stereo not drawn)	4.3%	7.9%	1.1%	-11.1%	·
O=C(NCCOc1ccccc1F)Nc1ccc(Br)cc1	37.5%	1.5%	2.3%	-19.7%	2.6%
Cc1ccc(CCNC(=O)C2CC(=O)N(C3CCCCC3)C2)cc1 (stereo not drawn)	12.9%	0.1%	0.7%	-4.0%	-19.3%
COc1ccc(/C=N/N2CCN(Cc3ccc(C)cc3)CC2)cc1Br	19.9%	38.3%	1.4%	-3.7%	-2.2%
COC(=O)c1nn(-c2ccc(OC)cc2)c(=O)cc1O	-6.1%	3.8%	0.1%	-17.8%	5.1%	inhibitors of VEEV 10K pilot screen=1.6

The final 7 entries of the section before are carried over, then new ones follow:
SMILES	M. tuberculosis	H37Rv inhibition	inhibitors of VEEV	H1N1 NS1A inhibition	Salmonella PhoP GFP	others
CSCCC(NC(=O)c1ccccc1Br)C(=O)N1CCN(C/C=C/c2ccccc2)CC1 (stereo not drawn)	·	·	6.5%	1.6%	·
CCCNCC1C(Oc2ccc(Cl)cc2)C(=O)N1c1ccccc1C (stereo not drawn)	27.6%	6.0%	i	-5.0%	-16.2%
CCN(CC)S(=O)(=O)c1ccc(C(=O)NNC(=O)C2COc3ccccc3O2)cc1 (stereo not drawn)	4.3%	7.9%	1.1%	-11.1%	·
O=C(NCCOc1ccccc1F)Nc1ccc(Br)cc1	37.5%	1.5%	2.3%	-19.7%	2.6%
Cc1ccc(CCNC(=O)C2CC(=O)N(C3CCCCC3)C2)cc1 (stereo not drawn)	12.9%	0.1%	0.7%	-4.0%	-19.3%
COc1ccc(/C=N/N2CCN(Cc3ccc(C)cc3)CC2)cc1Br	19.9%	38.3%	1.4%	-3.7%	-2.2%
COC(=O)c1nn(-c2ccc(OC)cc2)c(=O)cc1O	-6.1%	3.8%	0.1%	-17.8%	5.1%	inhibitors of VEEV 10K pilot screen=1.6
O=C(O)[C@H]1CCCC[C@H]1C(=O)NCCNC(=O)[C@@H]1CCCC[C@@H]1C(=O)O	3.3%	-6.3%	1.1%	1.3%	-13.3%
COc1ccccc1-c1noc(CCCC(=O)NC2CCCCC2)n1	-10.1%	-3.2%	0.7%	10.3%	-4.7%
CCOC(=O)C(C(=O)OCC)N(C#N)c1nc(SC)nc(N(C)C)n1	34.6%	2.8%	i	1.6%	-5.9%
CCC(=O)c1ccc(OC(C)C(=O)NC2(C#N)CCCCC2)cc1 (stereo not drawn)	-1.1%	5.1%	0.3%	6.3%	-7.7%
CSc1nc2nc(C(F)(F)F)cc(-c3ccccc3)n2n1	·	-4.8%	1.0%	2.3%	-2.7%
Cc1nnc(SCC(=O)NCCC2=CCCCC2)[nH]c1=O	3.9%	0.0%	4.0%	-7.1%	·
CCC(CC)C(=O)Nc1cccc(C(=O)Nc2ccc(S(N)(=O)=O)cc2)c1	-14.3%	16.2%	1.2%	0.3%	3.6%
Cc1csc(CNC(=O)CC2C(=O)NCCN2Cc2ccc(F)cc2Cl)n1 (stereo not drawn)	4.4%	-5.2%	3.2%	-7.6%	-12.1%
CN(Cc1ccccc1)CC(O)CN(C)Cc1ccccc1	·	·	0.4%	0.3%	·
O=C(Cc1ccc(Br)cc1)Nc1cccc(-c2cn3c(n2)SCC3)c1	39.5%	-1.4%	9.2%	5.7%	-2.2%
CCC1CCCCN1C(=O)N[C@@H](CCSC)C(=O)OC (stereo partly drawn)	-4.6%	5.6%	3.3%	-0.6%	9.0%
O=C(NNC(=O)c1ccccc1Cl)c1csc(N2CCOCC2)n1	-4.3%	?	3.5%	0.0%	2.2%
Cc1ccc(S(=O)(=O)N2CCOCC2)cc1C(=O)OCCOc1cccc(Cl)c1	-6.8%	-7.4%	4.0%	-18.1%	-5.0%
CC(NS(=O)(=O)c1ccc(Br)cc1)C(=O)Nc1nc2ccccc2[nH]1 (stereo not drawn)	49.7%	-9.7%	1.8%	-1.4%	·
COC(=O)c1cn(NC(=O)c2cc(OC)c(OC)c(OC)c2)c(=O)c2ccccc12	8.5%	10.5%	3.9%	-18.9%	-5.7%
Cc1cccc(N(CC(=O)NCc2ccccc2)C(=O)Cn2nnc(-c3ccc(C)o3)n2)c1	-12.1%	-1.7%	8.7%	-4.5%	-7.8%
C/C(=N\NC(=O)CCC(=O)NCc1ccccc1)c1ccco1	-9.7%	-6.4%	1.6%	-10.6%	-4.2%
O=C(NC(=S)Nc1ccc(Oc2ccccc2)cc1)c1ccc(Cl)cc1	?	?	1.5%	5.4%	0.5%
Cc1cccc(-c2nc(CS(=O)CC(=O)NCCCSC3CCCCC3)c(C)o2)c1 (stereo not drawn)	36.3%	0.6%	i	-24.2%	6.3%	inhibitors of VEEV 10K pilot screen=1.8
CCN(CC)C(=S)SCC(=O)c1c(C)[nH]c2ccccc12	32.6%	2.4%	5.9%	1.3%	-11.8%
COc1ccc(N2CCN(C(=O)CNC(=O)Cn3c(C)cc4ccccc4c3=O)CC2)cc1	3.9%	-9.4%	4.5%	20.4%	0.9%
COc1ccc(OC)c(CNC(=O)CCn2nc(C)c3c(C)n(-c4ccccc4)nc3c2=O)c1	5.5%	-2.1%	0.5%	-0.1%	-4.2%
Cc1cc(N2CCN(C)CC2)nc2ccc(NC(=O)CCC(=O)NCc3ccco3)cc12	10.9%	-13.2%	4.2%	6.5%	-0.1%
Cc1ccc(-c2noc(CCCC(=O)Nc3cccnc3)n2)cc1	7.61µM*	?	2.4%	-2.8%	6.3%
Brc1c(CSc2nncc3ccccc23)nc2ccccn12	100.4%	1.2%	3.2%	5.8%	-2.4%

Further structures
SMILES	M. tuberculosis	H37Rv inhibition	inhibitors of VEEV	H1N1 NS1A inhibition	Salmonella PhoP GFP	others
CCOC(=O)N1CCN(c2c(NCc3ccc(F)cc3)c(=O)c2=O)CC1	8.2%	0.6%	i	-7.0%	-2.8%
Nn1c(SCC(=O)NC2CCCc3ccccc32)nnc1-c1cccs1 (stereo not drawn)	16.2%	-7.2%	6.5%	-9.1%	-10.1%
CC1Cc2ccccc2N1C(=O)COC(=O)c1ccc(S(=O)(=O)N(C)C)cc1 (stereo not drawn)	-6.7%	-5.2%	1.6%	-2.1%	0.6%	inhibitors of VEEV 10K pilot screen=0.6
O=C(NCCOC(=O)c1ccc(F)cc1)c1ccc(F)cc1	39.0%	4.0%	1.3%	-4.5%	5.0%
CCOc1ccc(-n2c(=O)[nH]cc(C(=O)Nc3ccc(OC)c(OC)c3)c2=O)cc1	1.2%	-7.2%	0.2%	1.8%	-5.1%
COC(=O)c1ccc(CN(c2ccc(C(=O)O)c(O)c2)S(=O)(=O)c2ccc(Cl)c([N+](=O)[O-])c2)cc1	7.0%	3.1%	0.6%	-2.5%	-7.9%
COc1ccc(NC(=O)c2ccc3c(c2)NC(=O)CS3)cc1	-15.5%	3.8%	5.3%	2.9%	·
Clc1ccc(-c2n[nH]c3c2CCC3)c(Cl)c1	78.8%	24.4%	0.6%	-2.5%	-13.5%
O=C(Nc1nnc(C2CC2)s1)c1cccc(S(=O)(=O)N2CC(c3ccccc3)CC2=O)c1 (stereo not drawn)	·	-0.1%	3.2%	1.7%	·
CCNC(=S)NNC(=O)c1cc(-c2cccc(OCC)c2)nc2ccccc12	7.8%	10.2%	i	9.3%	10.8%
CCn1c(=N)n(Cc2ccccc2F)c2ccccc21	-7.0%	-5.6%	0.9%	5.3%	1.1%
Cc1cc(C)c(S(C)(=O)=O)c(Oc2cccc(Cl)c2)n1	-0.3%	-5.1%	2.6%	-23.8%	5.3%
COC(=O)c1cn[nH]c1NC(=S)Nc1ccc(C)cc1Cl	20.8%	-7.0%	2.4%	9.9%	-6.3%
CCOc1ccccc1N1CCN(S(=O)(=O)c2cccs2)CC1	17.4%	16.3%	i	-5.2%	4.6%
CCOC(=O)CN(C(=O)CN1CCOCC1)c1ccc(Br)cc1	8.3%	-1.1%	0.3%	-0.5%	-3.9%
C=CCNC(=O)Cn1c(=O)c2c(ncn2CCC(C)C)n(Cc2ccccc2)c1=O	-0.1%	-0.6%	2.7%	9.5%	9.3%
COc1ccccc1NC(=O)c1ccc(NC(=O)CSc2nnnn2C)cc1	79.1%	2.89µM*	3.9%	-1.8%	-1.5%
O=C(N/N=C\c1cc2c(cc1Cl)OCO2)c1cccs1	-4.7%	-8.5%	4.8%	0.0%	-7.1%
CCN(CC)CC(O)c1ccc2ccc3ccc(O)cc3c2c1 (stereo not drawn)	·	·	68.5%	-16.0%	·
CSc1ccc(/C=C/C(=O)OCC(=O)N(C)CCC#N)cc1	13.6%	14.5%	i	3.8%	-11.7%
CCOC(=O)c1c(C)oc(NC(=O)COc2ccc(Cl)cc2C)c1C#N	32.9%	-3.0%	1.5%	0.8%	5.8%
CCOc1ccc(N2C(=O)CC(N3CC(C)OC(C)C3)C2=O)cc1 (stereo not drawn)	18.1%	-0.1%	i	10.2%	1.7%	inhibitors of VEEV 10K pilot screen=0.7
O=C(OCCOc1ccccc1)c1cccc(S(=O)(=O)N2CCOCC2)c1	7.0%	-4.2%	0.3%	-4.5%	·
COCc1nc(-c2cc(OC)c(OC)c(OC)c2)no1	-0.1%	-6.0%	2.2%	-8.4%	7.2%
CCCOc1ccc(Cn2cnc3ccccc32)cc1	74.2%	43.8%	i	-4.6%	9.9%
COc1ccc(N2C(=O)CC(Sc3ccccc3C(=O)O)C2=O)c([N+](=O)[O-])c1 (stereo not drawn)	1.9%	1.1%	0.8%	-6.7%	4.4%

Assay outcomes deposited in PubChem by Southern Research Specialized Biocontainment Screening Center.

No enrichment for hits (roughly 1.6% active in at least one column).
